# TWEAK-Fn14 inh: inhibitors of TWEAK-Fn14 interaction signaling; TWEAK-stimulated Fn14 reporter cells, luciferase luminescence, 8 h; AID 1159606; hit rate 2% among 360,000; inhibition, % at 10 µM; in the data active means inhibition above about 50%
# HIF-2a inh: inhibitors of HIF-2a; 786-0 RCC cells HIF-2a reporter, luciferase luminescence, overnight; inhibition, % at 18.8 µM; hit rate 0.72% among 360,000; AID 624352;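 active means inhibition of the luminescence signal of 40% or more relative to plate controls, in a single-dose primary screen at 18.75 µM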
# Shn3 inh set2: inhibitors of Schnurri-3 3'UTR reporter in osteoblasts | hit rate 0.52% among 360,000 | inhibition, % at 12.5 µM | AID 588674 | Clone20 osteoblast Shn3 3'UTR firefly luciferase, 24 h;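 active means mean inhibition of at least 75% with every replicate also reaching 75%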;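 further: 0% = median of neutral control wells and 100% = pilot-screen positive control compound; some compounds past the cut are filed as inactive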
# NR2E3 ag-1: human photoreceptor-specific nuclear receptor agonism. CHO-S Gal4-NCOR/VP16-NR2E3 two-hybrid, luciferase. Q9Y5X4. hit rate 0.35% among 360,000. inhibition of corepressor binding, % at 3.98 µM. AID 602229;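 active means inhibition above the mean of all tested compounds plus 3 SD, cut at about 70% in these data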;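 further: 0% = DMSO with NR2E3 transfected cells and 100% = cells lacking NR2E3 construct; higher means lower luciferase signal from less NR2E3 corepressor binding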
# Target sequence (Q9Y5X4 whole entry, looked up, the tested form may be a part): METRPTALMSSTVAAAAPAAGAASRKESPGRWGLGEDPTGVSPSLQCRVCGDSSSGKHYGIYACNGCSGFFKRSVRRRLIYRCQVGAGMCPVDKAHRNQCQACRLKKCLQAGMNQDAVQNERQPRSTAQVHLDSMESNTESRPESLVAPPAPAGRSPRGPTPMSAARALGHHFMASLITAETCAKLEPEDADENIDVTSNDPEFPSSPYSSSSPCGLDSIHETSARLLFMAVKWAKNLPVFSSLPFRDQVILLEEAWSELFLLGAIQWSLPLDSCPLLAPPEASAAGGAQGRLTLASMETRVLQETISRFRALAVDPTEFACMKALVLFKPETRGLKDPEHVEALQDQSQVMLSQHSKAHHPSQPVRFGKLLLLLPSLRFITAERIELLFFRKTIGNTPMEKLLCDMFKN
# C8 TRAIL sens: caspase-8 TRAIL sensitization; NB7+C8 cells + TRAIL, ATPlite viability luminescence; AID 624354; hit rate 1% among 360,000; inhibition (viability loss, TRAIL sensitization), % at 10 µM;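 active means compounds causing at least 50% loss of cell viability in the single-dose screen, relative to plate controls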
# KKLEB cytotox: CF airway cell cytotoxicity counter-screen; KKLEB CF airway cells viability, ATPlite luminescence, overnight; stronger effect = lower value; cells stimulated with P. aeruginosa culture filtrate; activity change (cytotoxicity), % at 5 µM; hit rate 0.36% among 360,000;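 active means corrected activity change at or below -50% at 5 µM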
# TRPM1 prom inh: inhibitors of MITF-driven TRPM1 promoter in melanoma cells; SK-MEL-5 TRPM1 promoter luciferase, 24 h; inhibition, % at 12.5 µM; hit rate 0.83% among 330,000; AID 488899;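 active means mean inhibition across replicates of 60% or more, whatever share of single replicates reaches that level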; further: values of inactives mirror those of a sister screen read the other way
# NR2E3 ag-2: NR2E3 (human) agonism. inhibition of corepressor binding, % at 4.78 µM. AID 2300. GST-NR2E3/biotin-RetCOR TR-FRET, 1536-well. Q9Y5X4. hit rate 0.12% among 320,000;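 active means percent inhibition above the cutoff of mean plus 3 SD of all tested compounds, set per screening campaign, cut at about 20% in these data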;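 further: 0% = DMSO wells and 100% = biotin wells as full block of FRET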
#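 Assay system: NR2E3–RetCOR corepressor complex. Quantity: 1.35 nM GST-NR2E3. Buffer or medium: pH 7.5 Tris-based buffer. Reagent: biotinylated RetCOR corepressor at 7 nM final. Schedule: 5 h at 4 °C. Detection: TR-FRET, emission read at 617 and 671 nm. Replicates: one well per compound, singlicate testing.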
# Peg3 promoter: Peg3 promoter activity inhibition; HeLa PEG-Prom luciferase reporter, luminescence, overnight; hit rate 1.7% among 360,000; inhibition, % at 20 µM;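 active means inhibition of at least 50% at 20 µM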
# CF NFkB block: inhibitors of cystic fibrosis induced NF-kB; KKLEB NF-kB-GFP reporter, PAF-induced, GFP fluorescence overnight; inhibition, % at 5 µM; hit rate 0.86% among 360,000;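 active means at least 50% inhibition at 5 µM, scaled per plate between neutral and stimulator controls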;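 further: PAF is a Pseudomonas aeruginosa culture filtrate used as stimulus; plate controls were PAF-stimulated DMSO wells for no effect and unstimulated DMSO wells for full effect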
# TROY signal inh: blocks TROY-dependent signaling in reporter cells; inhibition, % at 10 µM; Q293 LMP1-TROYcd NF-kB luciferase reporter, 4 h; AID 1347056; hit rate 0.98% among 360,000;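 active means compounds whose plate-normalised and pattern-corrected inhibition of the luciferase reporter signal at the single screening dose is 50% or more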
# The depositor's hits bear a star; nt = not tested or not shown.
SMILES,TWEAK-Fn14 inh,HIF-2a inh,Shn3 inh set2,NR2E3 ag-1,C8 TRAIL sens,KKLEB cytotox,TRPM1 prom inh,NR2E3 ag-2,Peg3 promoter,CF NFkB block,TROY signal inh
CN(C)C(=O)c1nc2ccc(Cl)cn2c1CN1CCCC(OCc2cccnc2)C1 (configuration not stated),2,20,-2,15,-2,-1,-7,0,5,-2,8
O=C(COC(=O)c1ccccc1Br)Nc1ccc(F)cc1,-34,-11,5,-4,3,-6,-35,-3,-159,10,-68
O=C(COc1cccc2ccccc12)NNC(=O)[C@@H]1CCCC[C@@H]1C(=O)O,25,6,-1,-27,-8,0,8,2,-1,5,9
COc1ccc(-n2nnnc2SCC(=O)c2cccc(OC)c2)cc1,-18,-14,-18,-5,-16,8,-13,1,-37,17,4
O=C(CCCn1c(=O)c2cccn2c2cccnc21)NCCc1ccc(Cl)cc1,3,-5,18,-24,-15,3,-14,2,7,2,6
Cc1nc(C)c(C(=O)OCC(=O)Nc2ccccc2)s1,-4,-87,-23,-30,11,3,-3,1,-38,11,-35
N#C/C(=C\c1ccco1)C(=O)Nn1cnnc1,15,14,0,11,-1,14,-9,1,9,2,-8
CCOc1ccc(CCNC(=O)C2CC(=O)N(C3CCCC3)C2)cc1OCC (configuration not stated),7,1,12,-1,-20,-3,4,0,3,-3,2
CCOc1ccc(C(=O)c2nc3c(n2O)CCCC3)cc1,2,-51,-2,-9,-8,5,-4,3,-24,-3,-47
CCC(C)(C(=O)NC1CCCCC1)N(Cc1cccs1)C(=O)c1ccc(=O)[nH]c1 (configuration not stated),26,-1,4,20,0,10,0,7,4,-4,-3
CCOc1ccc(CN2CCC(n3nccc3NC(=O)C3CC3)CC2)cc1CO,4,16,1,16,2,12,7,2,-3,-11,-6
COc1ccc(NC(=O)c2cc(S(=O)(=O)N3CCOCC3)cs2)cc1,5,4,22,-2,-7,-7,-7,3,-5,-7,-1
Cc1c(CCO)c(=O)[nH]n1C(=O)c1ccc(F)cc1,-8,-10,-33,-16,-11,7,-4,3,-42,10,-4
Cc1ccnc(NC(=O)CCC(=O)N(CC(=O)NCc2ccccc2)Cc2ccco2)c1,3,15,17,-23,-5,15,14,1,-9,-1,-8
COCc1ccc(CN2CCc3c([nH]c4ccccc34)C2CC(C)C)o1 (configuration not stated),32,16,7,-46,-4,-5,24,2,22,10,4
CN1CCN(/C=N/c2sc3c(c2C#N)CCCCC3)CC1,-9,-167,-61,-84,1,-4,-71,-2,-277,-11,4
COc1ccc(NC(=O)Cc2nnc(SCC(=O)Nc3ccccc3)n2C)cc1,-19,-28,-10,-29,-2,-5,2,3,-11,5,-1
O=C(CN1C(=O)C2CCCCC2C1=O)Nc1cccc([N+](=O)[O-])c1 (configuration not stated),-3,2,2,15,8,-9,-10,0,6,20,-3
[2H]C(CCOS(N)(=O)=O)c1ccccc1 (configuration not stated),-19,11,-8,20,9,8,-5,4,0,-23,-8
CC(C)Cn1c(-c2csc3c2CCCC3)n[nH]c1=S,1,9,10,-10,4,-4,-6,0,6,10,10
Cc1c(C(=O)c2ccccc2)c2ccccn2c1CCC#N,-18,15,-87,0,9,1,6,-2,13,4,-13
O=C(O)/C=C/C(=O)Nc1cccc2cccnc12,22,4,18,-12,29,7,-1,1,8,7,-11
CC(C)NC(=O)CCS(=O)(=O)c1ccc(Br)s1,-10,-1,-2,6,-5,5,9,4,-2,3,0
CCN(CC)CCN1C(=O)c2ccccc2NC1c1ccccc1F (configuration not stated),-16,11,1,-2,-5,-1,5,-1,1,-17,19
CC(=O)Nc1ccccc1NC(=O)c1cc(C)ccc1C,-10,13,1,-22,-10,0,16,2,1,4,-13

# Part of the list above in another layout.
smiles	TWEAK-Fn14 inh	HIF-2a inh	Shn3 inh set2	NR2E3 ag-1	C8 TRAIL sens	KKLEB cytotox	TRPM1 prom inh	NR2E3 ag-2	Peg3 promoter	CF NFkB block	TROY signal inh
CCOc1ccc(CN2CCC(n3nccc3NC(=O)C3CC3)CC2)cc1CO	4	16	1	16	2	12	7	2	-3	-11	-6
COc1ccc(NC(=O)c2cc(S(=O)(=O)N3CCOCC3)cs2)cc1	5	4	22	-2	-7	-7	-7	3	-5	-7	-1
Cc1c(CCO)c(=O)[nH]n1C(=O)c1ccc(F)cc1	-8	-10	-33	-16	-11	7	-4	3	-42	10	-4
Cc1ccnc(NC(=O)CCC(=O)N(CC(=O)NCc2ccccc2)Cc2ccco2)c1	3	15	17	-23	-5	15	14	1	-9	-1	-8
COCc1ccc(CN2CCc3c([nH]c4ccccc34)C2CC(C)C)o1 (configuration not stated)	32	16	7	-46	-4	-5	24	2	22	10	4
CN1CCN(/C=N/c2sc3c(c2C#N)CCCCC3)CC1	-9	-167	-61	-84	1	-4	-71	-2	-277	-11	4

# The listing continues:
SMILES,TWEAK-Fn14 inh,HIF-2a inh,Shn3 inh set2,NR2E3 ag-1,C8 TRAIL sens,KKLEB cytotox,TRPM1 prom inh,NR2E3 ag-2,Peg3 promoter,CF NFkB block,TROY signal inh
COc1cccc(C2C(C(=O)c3ccco3)=C(O)C(=O)N2CCN(C)C)c1OC (configuration not stated),-1,14,-6,13,-4,4,1,-3,14,-13,-7
CN(CC(=O)Nc1ccccc1Br)C(=O)CN1CCN(c2ccccc2Cl)CC1,0,11,9,9,3,1,-4,2,10,0,3
O=C(c1csc2c1CCCC2)N1CCN(c2ncccn2)CC1,-1,-10,-37,12,4,-8,10,1,5,3,4
COCCNc1nc2c(c(=O)n(Cc3cccc(Br)c3)c(=O)n2C)n1C,20,18,2,-4,-13,13,-4,6,21,8,-17
CN(C(=O)c1cccc(NC(=O)Cc2ccc(NC(=O)C3CCCN(C(=O)C4CCC4)C3)cc2)c1)C1CCCC1 (configuration not stated),4,-9,-17,-23,-11,-1,3,nt,-18,-19,-1
O=C(NC(=S)Nc1c(Cl)ccc2nsnc12)c1ccco1,24,3,-6,-17,-4,-4,2,-8,14,-1,-21
COc1nc(OC)nc(N2CCC(C(=O)Nc3cccc4c3CCCC4)CC2)n1,-6,17,8,11,-6,4,-12,2,23,2,-6
CCN(Cc1nc(-c2ccccc2)no1)C(=O)c1ccc2c(c1)OCO2,-9,5,1,-12,8,-6,2,-2,13,4,-12
CCOc1ccc(OCC)c(NC(=O)CN2CCN(c3cc(C)ccc3C)CC2)c1,0,24,6,-29,0,1,16,1,7,-3,14
O=C(NC1CCCc2ccccc21)c1ccc(S(=O)(=O)N2CCOCC2)cc1 (configuration not stated),8,15,12,-14,-6,15,4,-5,8,-14,3
CC1CCCCN1Cc1c(C#N)c2ccccc2n1C (configuration not stated),7,6,-11,-32,-2,3,-1,5,15,6,nt
CCN(CC)C(=O)C1CCN(CC2CC=CCC2)CC1 (configuration not stated),-10,5,-3,-4,-3,3,9,3,18,0,-1
COc1ccc(N2CCN(C(=O)c3nn(C)c4c3CS(=O)(=O)c3ccccc3-4)CC2)cc1,-9,3,-28,-11,-10,5,4,-2,1,0,-4
O=C(NC(Cc1ccccc1)C(=O)O)/C(=C\c1ccco1)NC(=O)c1ccco1 (configuration not stated),0,12,-13,-17,-1,1,11,2,-2,6,23
Nc1nc(-c2cc(-c3ccccc3)no2)cs1,0,-325,-17,-128,14,1,-74,2,-244,-10,-14
Cc1ccccc1NS(=O)(=O)c1ccc(NC(=O)c2nc3ncccn3n2)cc1,-2,9,10,-13,10,-9,3,1,15,7,5
Cc1n[nH]c(=O)nc1NC(C)c1ccccc1 (configuration not stated),0,3,0,-21,1,2,11,-1,11,7,-4
CCC(NC(=O)c1ccc2nc(Cc3ccc(OC)cc3)oc2c1)c1ccncc1 (configuration not stated),14,-8,79,67,25,-17,14,-3,-2,-15,22
Cn1c(SCC(=O)N/N=C/c2ccco2)nc2ccccc21,1,-8,-22,-30,-14,-4,-8,2,13,-8,4
Cn1nccc1C(=O)OCC(=O)Nc1ccccc1,-10,6,-16,4,-14,2,-1,nt,13,-2,6
O=C(NCc1ccc(F)cc1)c1cc2ccccc2o1,30,-73,72,-23,-4,8,-4,-3,-33,1,-36
Cc1ccc(C)c(S(=O)(=O)N2CCCC2CNC(=O)C(=O)NCc2ccccc2C)c1 (configuration not stated),12,15,3,-18,-2,-8,9,0,20,7,-1
COc1ccc(C(=O)CCNc2ccc(F)cc2)cc1,-42,-261,-31,-25,2,4,-67,0,-252,-18,-33
COc1ccc(-c2cc(=O)n(CCC#N)[nH]2)cc1,-6,7,-9,5,-13,2,-3,0,0,-1,4
CC(/C=N/N1CCN(c2ccc(C)cc2)CC1)=C\c1ccccc1,-1,-3,-15,0,-1,3,6,1,-3,7,7

# Next results:
SMILES,TWEAK-Fn14 inh,HIF-2a inh,Shn3 inh set2,NR2E3 ag-1,C8 TRAIL sens,KKLEB cytotox,TRPM1 prom inh,NR2E3 ag-2,Peg3 promoter,CF NFkB block,TROY signal inh
O=C(O)c1ccc2c(c1)C(=O)N(c1cccc3ccccc13)C2=O,27,22,-23,3,5,-19,-11,2,5,-18,11
O=C(CNCc1ccc(Cl)cc1)Nc1ccc(C(=O)N2CCCCCC2)cc1,-12,19,19,-15,-4,3,9,1,12,8,5
Cc1cc(CNC(=O)Cc2ccc(F)cc2)c2ccccc2n1,1,25,9,-23,5,2,13,-3,2,7,-8
Cc1ccc(/C=C/C(=O)Nc2cc(S(N)(=O)=O)ccc2O)cc1,-1,-8,-10,-19,11,-8,-3,-1,0,11,-16
Cc1cc(C)c2nc(NNC(=O)c3ccc(S(=O)(=O)N4CC(C)CC(C)C4)cc3)sc2c1 (configuration not stated),15,-36,90*,-48,32,-4,69*,-2,94*,9,0
O=C(NNC(=O)C1CC(c2cccs2)=NO1)Nc1ccccc1 (configuration not stated),0,23,4,-2,-5,8,-2,-1,5,-4,3
COc1ccc(CSc2ccc(S(=O)(=O)N3CCCC3)cn2)cc1F,16,-10,27,-7,-8,0,nt,nt,-2,1,12
COc1ccc(NC(=O)/C=C/c2ccco2)cn1,-26,-240,-58,-70,13,-8,-112,4,-187,5,-50
OC(c1cccc(Cl)c1)c1nc(-c2ccoc2)cs1 (configuration not stated),16,-9,-7,12,-15,4,nt,nt,7,-46,17
COc1ccc(N(CC(=O)Nc2ccccc2F)S(=O)(=O)c2ccc(OC)c(OC)c2)cc1,-6,16,18,16,12,-4,9,-1,16,-8,-12
CN(C)c1nc(Oc2ccc(C(=O)OCC(=O)Nc3ccccc3)cc2)nc(N(C)C)n1,25,4,15,-4,0,-2,-6,-1,14,-6,18
C=CCn1c(COc2ccccc2)nnc1SCC(=O)N/N=C/c1ccc(C)cc1,7,-33,0,0,3,-10,5,2,-13,5,-23
COc1ccc([N+](=O)[O-])cc1NC(=O)Cn1ccsc1=N,-19,17,-39,-7,-10,9,2,2,9,-12,6
CC(=O)c1cc(CN2CCC(n3nccc3NC(=O)c3ccccc3Cl)CC2)cs1,-7,7,-30,-1,10,3,1,-1,15,-18,-7
CC1(C(=O)NS(=O)(=O)Cc2cccc(Cl)c2)CCN1C(=O)Cc1ccccc1 (configuration not stated),11,12,-12,10,-41,8,nt,nt,8,2,-17
CCn1c(SCCN2CCCCC2)nnc1-c1ccc(S(=O)(=O)N2CCOCC2)cc1,-8,3,-8,5,-11,-3,-10,-4,7,-7,5

# Source: PubChem BioAssay (several laboratories)

# An excerpt, so the mix of outcomes need not match the whole.
